TcdB inh: TcdB glycohydrolase inhibitors, primary screen, biochemical, single point, plate reader; Toxin B (Clostridioides difficile), P18177; TcdB glycohydrolase enzymatic assay; inhibition, % at 9.99 µM; 350,000 tested, 0.24% active; in the data active = inhibition above about 10%
Target sequence (P18177 whole entry, looked up): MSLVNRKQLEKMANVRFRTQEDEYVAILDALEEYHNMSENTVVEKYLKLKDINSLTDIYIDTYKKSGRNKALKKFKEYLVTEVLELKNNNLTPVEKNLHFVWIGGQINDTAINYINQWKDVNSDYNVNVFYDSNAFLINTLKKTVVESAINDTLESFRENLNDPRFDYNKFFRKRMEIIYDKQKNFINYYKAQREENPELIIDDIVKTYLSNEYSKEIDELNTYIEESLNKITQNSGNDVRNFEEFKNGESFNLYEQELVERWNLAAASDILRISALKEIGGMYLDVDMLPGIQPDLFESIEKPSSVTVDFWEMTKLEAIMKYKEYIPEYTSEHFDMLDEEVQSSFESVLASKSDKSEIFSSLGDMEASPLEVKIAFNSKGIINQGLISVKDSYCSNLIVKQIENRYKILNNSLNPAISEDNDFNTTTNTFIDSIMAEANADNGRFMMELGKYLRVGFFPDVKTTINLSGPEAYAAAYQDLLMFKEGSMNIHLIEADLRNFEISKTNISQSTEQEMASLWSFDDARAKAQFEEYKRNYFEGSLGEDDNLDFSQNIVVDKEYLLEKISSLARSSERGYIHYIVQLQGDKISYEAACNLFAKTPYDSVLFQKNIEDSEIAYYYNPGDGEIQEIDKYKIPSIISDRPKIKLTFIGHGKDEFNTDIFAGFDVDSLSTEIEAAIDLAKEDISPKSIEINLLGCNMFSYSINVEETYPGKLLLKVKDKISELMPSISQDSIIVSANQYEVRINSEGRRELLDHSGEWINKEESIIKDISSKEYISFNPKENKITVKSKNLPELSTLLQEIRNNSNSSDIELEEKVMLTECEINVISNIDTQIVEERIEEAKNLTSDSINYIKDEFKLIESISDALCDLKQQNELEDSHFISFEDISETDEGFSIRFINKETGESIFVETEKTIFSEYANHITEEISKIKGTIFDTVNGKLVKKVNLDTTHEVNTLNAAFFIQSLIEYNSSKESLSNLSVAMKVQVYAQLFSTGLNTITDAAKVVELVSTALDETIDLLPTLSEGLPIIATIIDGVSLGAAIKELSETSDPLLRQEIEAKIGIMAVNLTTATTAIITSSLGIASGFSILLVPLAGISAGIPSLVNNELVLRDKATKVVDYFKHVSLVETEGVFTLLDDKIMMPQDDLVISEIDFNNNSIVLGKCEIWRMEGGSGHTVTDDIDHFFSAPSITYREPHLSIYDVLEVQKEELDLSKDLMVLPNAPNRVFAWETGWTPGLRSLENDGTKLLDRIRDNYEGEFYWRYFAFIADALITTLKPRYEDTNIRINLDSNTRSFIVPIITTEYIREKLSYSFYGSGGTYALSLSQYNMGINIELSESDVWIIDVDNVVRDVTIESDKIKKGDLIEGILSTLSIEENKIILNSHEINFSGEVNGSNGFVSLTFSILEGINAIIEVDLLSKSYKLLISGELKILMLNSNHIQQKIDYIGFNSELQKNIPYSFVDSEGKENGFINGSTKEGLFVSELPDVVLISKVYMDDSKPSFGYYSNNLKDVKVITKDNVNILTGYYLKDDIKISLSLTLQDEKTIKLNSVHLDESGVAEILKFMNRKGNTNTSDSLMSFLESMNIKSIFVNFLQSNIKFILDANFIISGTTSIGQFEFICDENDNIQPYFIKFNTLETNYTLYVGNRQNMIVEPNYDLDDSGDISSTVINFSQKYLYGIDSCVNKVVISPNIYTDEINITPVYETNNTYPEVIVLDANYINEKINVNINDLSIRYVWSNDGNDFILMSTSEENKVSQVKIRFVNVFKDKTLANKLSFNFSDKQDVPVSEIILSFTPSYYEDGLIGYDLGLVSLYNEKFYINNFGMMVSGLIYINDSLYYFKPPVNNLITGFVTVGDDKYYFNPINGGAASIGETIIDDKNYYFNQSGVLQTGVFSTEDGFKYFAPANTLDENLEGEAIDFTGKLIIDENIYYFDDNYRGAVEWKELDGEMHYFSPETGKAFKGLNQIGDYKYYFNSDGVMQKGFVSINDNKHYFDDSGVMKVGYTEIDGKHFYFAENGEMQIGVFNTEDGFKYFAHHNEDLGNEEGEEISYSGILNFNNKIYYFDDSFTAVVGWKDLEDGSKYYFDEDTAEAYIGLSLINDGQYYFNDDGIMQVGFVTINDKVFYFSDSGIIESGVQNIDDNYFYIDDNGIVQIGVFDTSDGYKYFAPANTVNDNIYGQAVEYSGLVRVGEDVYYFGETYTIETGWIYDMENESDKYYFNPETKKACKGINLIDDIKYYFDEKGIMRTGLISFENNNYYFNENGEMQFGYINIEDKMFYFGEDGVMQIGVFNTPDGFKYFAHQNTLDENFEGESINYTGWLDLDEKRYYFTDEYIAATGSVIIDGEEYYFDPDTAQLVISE
* = called active by the depositor. Only part of the results is shown; count on the stated rates, not on these rows.

SMILES	TcdB inh
CC(=O)NCCCC[C@@H]1NC(=O)[C@@H]2C[C@H](C(=O)O)[C@H](c3ccc(O)cc3)N2C1=O	-0.3
CNC(=O)C[C@H]1CC[C@H]2[C@H](COc3ccc(NC(=O)c4ccccc4Cl)cc3C(=O)N2C)O1	0.3
C[C@H](CO)N1C[C@H](C)[C@H](CN(C)CC2CCCCC2)Oc2ccc(NC(=O)NC3CCCCC3)cc2CC1=O	1.3
Cc1noc(C)c1NC(=O)N(C)C[C@@H]1OCCCC[C@@H](C)Oc2ccc(NC(=O)CCC(F)(F)F)cc2C(=O)N([C@@H](C)CO)C[C@H]1C	-0.2
C[C@@H]1CN([C@@H](C)CO)C(=O)c2cccc(NC(=O)C3CC3)c2O[C@@H]1CN(C)Cc1ccc(C(=O)Nc2ccccc2N)cc1	-0.8
Cc1ccc(S(=O)(=O)Nc2ccc3c(c2)C(=O)N([C@@H](C)CO)C[C@H](C)[C@@H](CN(C)S(=O)(=O)c2cccs2)O3)cc1	-0.1
Cc1ccc(-c2ccc([C@H]3[C@H](CO)N4CCCCN(C)C[C@@H]34)cc2)cc1	0.6
CC(=O)N(C)C[C@H]1Oc2cc(-c3ccc(C)cc3)ccc2S(=O)(=O)N([C@@H](C)CO)C[C@H]1C	1.0
C[C@H]1CN([C@@H](C)CO)C(=O)Cc2cc(NC(=O)Nc3cccc4ccccc34)ccc2O[C@@H]1CN(C)Cc1ccc(C(F)(F)F)cc1	1.0
Cc1noc(C)c1S(=O)(=O)Nc1ccc2c(c1)C(=O)N([C@@H](C)CO)C[C@@H](C)[C@H](CN(C)S(C)(=O)=O)OCCCC[C@@H](C)O2	0.2
C[C@H](NC(=O)[C@H]1[C@H](CO)[C@H]2Cn3c(cccc3=O)[C@@H]1N2Cc1ccccc1)c1ccccc1	-0.4
CC(=O)N1CC[C@@H]2[C@H](CO)Nc3ccc(-c4ccccc4)cc3[C@@H]21	2.3
CCCN(C)C[C@H]1OCCCC[C@@H](C)Oc2ccc(NC(=O)c3ccccc3)cc2C(=O)N([C@H](C)CO)C[C@@H]1C	-1.5
C[C@@H]1CN([C@H](C)CO)C(=O)c2cc(NS(C)(=O)=O)ccc2O[C@@H](C)CCCCO[C@H]1CN(C)S(=O)(=O)c1cccs1	-9.2
O=C(c1ccccc1F)N1CC(=O)N2[C@H](C1)[C@H](c1ccc(-c3ccccc3)cc1)[C@@H]2CO	1.2
O=C(C[C@@H]1CC[C@@H]2[C@H](COC[C@@H](O)CN2CCc2ccccc2)O1)N1CCC(Cc2ccccc2)CC1	-4.5
CC=Cc1ccc2n(c1=O)C[C@H]1[C@H](CO)[C@@H](C(=O)N3CCCCC3)N(Cc3ccccc3)[C@@H]21 (mixture of isomers)	0.7
O=C(C[C@H]1C[C@H]2c3cc(NC(=O)Nc4ccc(C(F)(F)F)cc4)ccc3O[C@H]2[C@@H](CO)O1)NCC1CC1	0.4
O=C(C[C@@H]1C=C[C@H](NC(=O)Nc2ccc(C(F)(F)F)cc2)[C@H](CO)O1)NCc1ccccn1	-0.9
CNC[C@H]1Oc2cc(C#CC3CCCC3)ccc2S(=O)(=O)N([C@@H](C)CO)C[C@H]1C	0.4
C[C@H]1CN([C@@H](C)CO)S(=O)(=O)c2ccc(C#CC(C)(C)O)cc2O[C@H]1CN(C)C(=O)C1CCCCC1	1.0
COCC(=O)Nc1ccc2c(c1)OC[C@H](C)N(Cc1ccccc1)C[C@H](C)[C@H](OC)CN(C)C2=O	-2.2
O=C(N[C@H]1CC[C@H](CC(=O)N2CCc3ccccc3C2)O[C@@H]1CO)C1CC1	-6.4
OC[C@H]1[C@@H](c2ccc(-c3ccccc3F)cc2)[C@H]2CN(Cc3cccnc3)CCCCN21	0.2
O=C(Nc1ccccc1)N1CC(=O)N2[C@@H](CO)[C@H](c3ccc(C#CC4CC4)cc3)[C@@H]2C1	-0.1
O=C(C[C@@H]1CC[C@@H]2[C@H](COC[C@@H](O)CN2CC2CCOCC2)O1)NCC1CC1	0.1
C[C@H](CO)N1C[C@H](C)[C@@H](CN(C)S(=O)(=O)c2cccc(F)c2)Oc2ncc(C#CC3CCCC3)cc2C1=O	-0.5
C[C@H](CO)N1C[C@H](C)[C@H](CN(C)C(=O)Nc2ccccc2)Oc2ncc(C#Cc3ccc(C(F)(F)F)cc3)cc2C1=O	-0.4
C/C=C/c1ccc([C@H]2[C@@H](CO)N(C(C)=O)[C@@H]2CNC(=O)NCCC)cc1	-1.5
COc1ccc(-c2ccc([C@H]3[C@H](CO)N4CCCCN(C(=O)c5ccc6c(c5)OCO6)C[C@@H]34)cc2)cc1	0.9
C[C@H]1CN([C@@H](C)CO)C(=O)Cc2cc(NC(=O)Nc3ccc4c(c3)OCO4)ccc2O[C@@H]1CN(C)Cc1ccncc1	-0.9
O=S(=O)(c1ccc(F)cc1)N1CCCCN2[C@@H](CO)[C@H](c3ccc(-c4cncnc4)cc3)[C@@H]2C1	0.7
COc1ccc(NC(=O)N(C)C[C@H]2OCCCC[C@@H](C)Oc3ccc(NC(=O)Nc4ccc(C(F)(F)F)cc4)cc3C(=O)N([C@H](C)CO)C[C@@H]2C)cc1	-1.1
O=C(Nc1cc(F)ccc1F)N1CCCCN2[C@H](C1)[C@@H](c1ccc(-c3cncnc3)cc1)[C@@H]2CO	-1.2
O=C(Nc1ccccc1F)N1C[C@H]2[C@@H](c3ccccc31)[C@H](CO)N2C(=O)c1ccccc1F	1.6
CCC(=O)N(C)C[C@@H]1Oc2cc(-c3ccc(OC)cc3)ccc2S(=O)(=O)N([C@@H](C)CO)C[C@H]1C	-0.1

Looked up above:
Value of C[C@H](CO)N1C[C@H](C)[C@@H](CN(C)S(=O)(=O)c2cccc(F)c2)Oc2ncc(C#CC3CCCC3)cc2C1=O in TcdB inh: -0.5
Value of C[C@H](CO)N1C[C@H](C)[C@H](CN(C)C(=O)Nc2ccccc2)Oc2ncc(C#Cc3ccc(C(F)(F)F)cc3)cc2C1=O in TcdB inh: -0.4
Value of O=C(Nc1cc(F)ccc1F)N1CCCCN2[C@H](C1)[C@@H](c1ccc(-c3cncnc3)cc1)[C@@H]2CO in TcdB inh: -1.2

Some of the entries above, reformatted:
SMILES | TcdB inh
O=C(Nc1ccccc1F)N1C[C@H]2[C@@H](c3ccccc31)[C@H](CO)N2C(=O)c1ccccc1F | 1.6
CCC(=O)N(C)C[C@@H]1Oc2cc(-c3ccc(OC)cc3)ccc2S(=O)(=O)N([C@@H](C)CO)C[C@H]1C | -0.1

(list continues)
SMILES	TcdB inh
CCCN(C)C[C@@H]1OCCCC[C@@H](C)Oc2ccc(NS(=O)(=O)c3c(C)noc3C)cc2C(=O)N([C@@H](C)CO)C[C@@H]1C	-5.1
O=C(Cc1ccccn1)NCC[C@@H]1CC[C@H](NS(=O)(=O)c2ccc(F)cc2)[C@@H](CO)O1	-0.1
COc1ccccc1CN1[C@H](CO)[C@H]2c3ccccc3N(C(=O)C3CCOCC3)C[C@H]21	0.3
C[C@H]1CN([C@@H](C)CO)S(=O)(=O)c2ccc(Br)cc2O[C@H]1CN(C)C	0.5
Cc1noc(C)c1NC(=O)Nc1cccc2c1O[C@@H](CN(C)Cc1ccccc1)[C@@H](C)CN([C@H](C)CO)C2=O	0.3
O=C(NCC[C@@H]1CC[C@@H](NC(=O)c2cnccn2)[C@H](CO)O1)c1ccc2c(c1)OCO2	0.5
C[C@H]1CN([C@@H](C)CO)C(=O)c2cc(NS(=O)(=O)c3ccc(Cl)cc3)ccc2O[C@@H]1CN(C)S(=O)(=O)c1cccs1	1.0
CO[C@H]1CN(C)C(=O)c2ccc(NS(C)(=O)=O)cc2OC[C@H](C)N(CC2CCOCC2)C[C@H]1C	-3.6
CCNC(=O)C[C@H]1CC[C@@H]2[C@H](COC[C@H](O)CN2C(=O)Nc2ccc(C(F)(F)F)cc2)O1	0.7
O=C(Nc1ccccc1F)N[C@@H]1CC[C@H](CCNC(=O)C2CCOCC2)O[C@H]1CO	-0.6
O=C(C[C@@H]1C[C@@H]2c3cc(NS(=O)(=O)c4ccc(F)cc4)ccc3O[C@@H]2[C@@H](CO)O1)NCc1ccncc1	-0.5
C[C@H](CO)N1C[C@H](C)[C@@H](CN(C)S(=O)(=O)c2ccc(F)cc2)OCc2ccccc2-c2c(n(C)c3ccccc23)C1=O	2.7
CCC(=O)N[C@@H]1C=C[C@H](CC(=O)NCC2CCCCC2)O[C@@H]1CO	2.1
CCC(=O)N(C)C[C@@H]1Oc2cc(-c3ccc(C#N)cc3)ccc2S(=O)(=O)N([C@H](C)CO)C[C@@H]1C	-1.4
N#C[C@H]1[C@H](c2ccc(-c3ccc(F)cc3)cc2)[C@H](CO)N1c1nc(-c2ccccc2)cs1	-8.4
COc1ccc(NC(=O)Nc2ccc3c(c2)C(=O)N([C@H](C)CO)C[C@H](C)[C@@H](CN(C)Cc2ccc(C(F)(F)F)cc2)OCCCC[C@H](C)O3)cc1	0.2
CO[C@@H]1CN(C)C(=O)c2ccc(NS(C)(=O)=O)cc2OC[C@@H](C)N(C(=O)CN(C)C)C[C@H]1C	-1.9
C[C@H](O)C#Cc1ccc2c(c1)O[C@@H](CN(C)Cc1ccncc1)[C@H](C)CN([C@@H](C)CO)S2(=O)=O	-0.3
COc1ccccc1S(=O)(=O)N[C@@H]1CC[C@H](CC(=O)NCc2cc(F)cc(F)c2)O[C@H]1CO	2.0
Cc1ccc(S(=O)(=O)Nc2ccc3c(c2)C(=O)N([C@@H](C)CO)C[C@@H](C)[C@@H](CN(C)C(=O)Nc2c(C)noc2C)OCCCC[C@@H](C)O3)cc1	-0.9
O=C(C[C@@H]1C[C@@H]2c3cc(NS(=O)(=O)c4ccc(F)cc4)ccc3O[C@@H]2[C@H](CO)O1)NCCN1CCCCC1	-0.3
CCNC(=O)C[C@@H]1C=C[C@@H](NC(=O)C2CCOCC2)[C@@H](CO)O1	-0.2
Cc1ccc(S(=O)(=O)Nc2cccc3c2O[C@@H](CN(C)Cc2ccc(C(=O)O)cc2)[C@H](C)CN([C@@H](C)CO)C3=O)cc1	-1.7
Cc1noc(C)c1NC(=O)Nc1ccc2c(c1)C(=O)N([C@@H](C)CO)C[C@@H](C)[C@@H](CN(C)S(=O)(=O)c1ccc(F)cc1)O2	-1.2

A section from the list above:
SMILES	TcdB inh
N#C[C@H]1[C@H](c2ccc(-c3ccc(F)cc3)cc2)[C@H](CO)N1c1nc(-c2ccccc2)cs1	-8.4
COc1ccc(NC(=O)Nc2ccc3c(c2)C(=O)N([C@H](C)CO)C[C@H](C)[C@@H](CN(C)Cc2ccc(C(F)(F)F)cc2)OCCCC[C@H](C)O3)cc1	0.2

The listing continues:
SMILES	TcdB inh
C[C@@H]1CN([C@H](C)CO)C(=O)c2cc(-c3cncnc3)cnc2O[C@@H]1CN(C)C(=O)Cc1ccccn1	1.8
C[C@@H]1CN([C@H](C)CO)S(=O)(=O)c2ccc(-c3ccncc3)cc2O[C@H]1CN(C)C(=O)CN(C)C	-0.7
CO[C@@H]1CN(C)C(=O)c2cc(NS(=O)(=O)c3ccccc3)ccc2OC[C@@H](C)NC[C@@H]1C	-0.3
C[C@H]1CN([C@@H](C)CO)C(=O)c2cc(NC(=O)CCC(F)(F)F)ccc2O[C@H]1CN(C)Cc1ccc(Oc2ccccc2)cc1	0.4
C[C@H](CO)N1C[C@H](C)[C@@H](CN(C)Cc2ccccc2)Oc2c(NC(=O)c3cnccn3)cccc2C1=O	0.2
C[C@@H]1CN([C@@H](C)CO)C(=O)c2cc(-c3ccc(F)cc3)cnc2O[C@H]1CN(C)C(=O)c1ccccn1	1.5
O=C(NCCc1ccccc1)[C@@H]1[C@@H](CO)[C@@H]2Cn3c(cccc3=O)[C@@H]2N1Cc1ccccc1	1.3
CC(C)NC(=O)Nc1ccc2c(c1)CC(=O)N([C@H](C)CO)C[C@H](C)[C@@H](CN(C)S(=O)(=O)c1cccs1)O2	-0.6
O=C(C[C@@H]1C[C@@H]2c3cc(NC(=O)NC4CCCC4)ccc3O[C@@H]2[C@H](CO)O1)NCc1ccc(-c2ccccc2)cc1	-0.7
C[C@H](CO)N1C[C@H](C)[C@@H](CN(C)Cc2ccc(C(=O)Nc3ccccc3N)cc2)Oc2c(NS(=O)(=O)c3cn(C)cn3)cccc2C1=O	0.0
C[C@@H]1CN([C@@H](C)CO)C(=O)c2cccc(NC(=O)C3CC3)c2O[C@@H]1CN(C)S(=O)(=O)c1ccc(F)cc1	-0.3
C[C@@H]1CN([C@@H](C)CO)C(=O)c2cc(NS(C)(=O)=O)ccc2O[C@@H]1CN(C)C(=O)Nc1cccc2ccccc12	0.3
Cc1ccc(S(=O)(=O)Nc2cccc3c2O[C@H](CN(C)Cc2ccc(Cl)c(Cl)c2)[C@@H](C)CN([C@H](C)CO)C3=O)cc1	-1.3
C[C@H]1CN([C@@H](C)CO)S(=O)(=O)c2ccc(C#CC3CCCCC3)cc2O[C@@H]1CN(C)Cc1cccnc1	-0.7
CCS(=O)(=O)N1CC(=O)N2[C@H](C1)[C@@H](c1ccc(C#Cc3cccc(F)c3)cc1)[C@@H]2CO	1.3
O=C(c1ccccc1)N1[C@H](CO)[C@H](c2ccccc2)C12CN(Cc1nccs1)C2	-0.9
CCC(=O)Nc1ccc2c(c1)C(=O)N(C)C[C@H](OC)[C@H](C)CN[C@@H](C)CO2	0.4
CN(C)CC#Cc1ccc([C@H]2[C@H](CO)N3C(=O)CN(C(=O)c4cccc(F)c4)C[C@@H]23)cc1	-0.2
COc1cccc(NC(=O)N2[C@@H](CO)[C@@H](c3ccccc3)[C@@H]2CNCC(C)C)c1	2.4
Cc1cccc(-c2ccc([C@H]3[C@@H](CO)N4CCCCN(Cc5cncnc5)C[C@H]34)cc2)c1	0.5
N#C[C@H]1[C@H](c2ccccc2-c2ccccc2F)[C@H](CO)N1C(=O)Cc1ccccc1	-0.2

Rewritten with bars between the fields: part of the list above.
Molecule | TcdB inh
C[C@H]1CN([C@@H](C)CO)S(=O)(=O)c2ccc(C#CC3CCCCC3)cc2O[C@@H]1CN(C)Cc1cccnc1 | -0.7
O=C(c1ccccc1)N1[C@H](CO)[C@H](c2ccccc2)C12CN(Cc1nccs1)C2 | -0.9
